# Source: PubChem BioAssay
# G9a inh: qHTS Assay for Inhibitors of Histone Lysine Methyltransferase G9a; Histone-lysine N-methyltransferase EHMT2 (Homo sapiens), Q96KQ7; 8.8% of 350,000 active; G9a H3K9 monomethylation, AlphaScreen, 2 h; Potency, µM (doses to about 102 µM), for the others: at the highest dose activity, negative = inhibition, hits mostly inhibitors; also: potency is read from the fitted curve at half-maximal effect; % is scaled to controls: 0 for no effect and ±100 for the full control effect; nearly all actives have a fitted effect of over 75% in size
#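 AlphaScreen detection with an anti-monomethyl H3K9 antibody quantified product after a 2 h room-temperature reaction containing 500 nM biotinylated H3K9 peptide, 20 µM SAM and 20 nM enzyme, which had been preincubated 15 min with compound.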
# GLS inh: qHTS for Inhibitors of Glutaminase (GLS) | GLS enzymatic activity, qHTS titration | 0.21% of 410,000 active | Potency, µM (top dose mostly 45.5 µM), without a hit: at the highest dose activity change, negative = inhibition, usual class: inhibitors | Glutaminase kidney isoform, mitochondrial (Homo sapiens), O94925 | AID 624170, 2012; also: potency is read from the fitted curve at half-maximal effect; % is scaled to controls: 0 for no effect and ±100 for the full control effect
# Target sequence (O94925 whole entry, looked up, canonical isoform): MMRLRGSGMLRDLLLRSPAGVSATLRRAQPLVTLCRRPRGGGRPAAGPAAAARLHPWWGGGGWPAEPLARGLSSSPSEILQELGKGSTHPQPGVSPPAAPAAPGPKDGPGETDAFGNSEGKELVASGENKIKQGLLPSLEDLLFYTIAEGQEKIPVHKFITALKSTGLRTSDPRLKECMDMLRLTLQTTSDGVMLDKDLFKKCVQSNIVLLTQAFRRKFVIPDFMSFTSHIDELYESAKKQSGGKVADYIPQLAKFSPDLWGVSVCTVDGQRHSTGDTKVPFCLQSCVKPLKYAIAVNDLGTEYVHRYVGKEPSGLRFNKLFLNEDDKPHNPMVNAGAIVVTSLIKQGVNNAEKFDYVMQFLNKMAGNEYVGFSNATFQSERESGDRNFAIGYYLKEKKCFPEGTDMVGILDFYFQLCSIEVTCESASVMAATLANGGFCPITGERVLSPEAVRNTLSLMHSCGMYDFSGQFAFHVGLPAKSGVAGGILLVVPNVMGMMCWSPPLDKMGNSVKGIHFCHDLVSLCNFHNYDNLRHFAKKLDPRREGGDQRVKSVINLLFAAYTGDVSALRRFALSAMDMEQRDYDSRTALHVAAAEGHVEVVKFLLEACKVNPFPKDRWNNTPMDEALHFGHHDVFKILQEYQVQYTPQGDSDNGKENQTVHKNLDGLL
#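 Coupled fluorescence readout: glutamate oxidase/HRP/Amplex Red detect glutamate formed by hKGA from L-glutamine (1 mM solution added). Buffer 45 mM KH2PO4 pH 8.2, 0.02% Tween-20; reads at t0 and 30 min RT.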
# PI4K2A inh: qHTS for small molecular inhibitors of PI4K2A. Phosphatidylinositol 4-kinase type 2-alpha (Homo sapiens), Q9BTU6. purified PI4K2A, ADP-Glo luminescence, 1 h; hits give low values. activity change, negative = inhibition, % at 76.9 µM. 0.13% of 420,000 active. AID 1346378, 2018; in the data active = activity change below about -50%; inconclusive = mostly about -30% to -49%;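 also: -100% = wells without enzyme as full effect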
#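 PI4K2A activity was measured by ADP-Glo luminescence: enzyme (4 ug/mL stock) and phosphatidylinositol (1.2 mM stock) in Tris pH 7.5/MgCl2/EGTA/Triton X-100 buffer were reacted with ATP (300 microM stock) for one hour at ambient temperature.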
# ERG Ets-DNA blk: qHTS for Small Molecule Inhibitors of the ERG Ets/DNA interaction | 0.028% of 370,000 active | Potency, µM (doses to about 76.9 µM), for the others: at the top dose FP activity, negative = inhibition, usual class: inhibitors | Transcriptional regulator ERG (Homo sapiens), P11308 | fluorescence polarization, His-ERG Ets domain / labelled DNA; active = well fitted inhibition curve with a large enough effect in the polarisation, with a control signal flat; inconclusive = small, poorly fitted or top-dose-only effect, or effect the other way, or a change in a side signal; inactive = no such curve, though single readings can be large or run the other way; the % refers to the polarisation;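 also: polarization taken with two DNA probes labelled with fluorescein and Texas red; potency is read from the fitted curve at half-maximal effect; % of control where 0% means no effect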
#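 His-tagged ERG Ets domain (1 uM in the protein solution; 300mM KCl, 50mM Tris-HCl, 1mM EDTA, 1mM DTT, pH 7.5) received compound, then a probe mix of 5 nM fluorescein-DNA and 100nM Texas-615-DNA. Fluorescence polarization was read for both dyes.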
# 12-LOX inh: Primary qHTS assay for inhibitors of human arachidonate 12S-lipoxygenase (ALOX12): Round 2; 1.1% of 580,000 active; Potency, µM (doses to about 108 µM), inactives show top-dose activity change, negative = inhibition, usual class: inhibitors; purified 12hLO, xylenol orange hydroperoxide absorbance; Polyunsaturated fatty acid lipoxygenase ALOX12 (Homo sapiens), P18054; also: potency is read from the fitted curve at half-maximal effect; % is scaled to controls: 0 for no effect and ±100 for the full control effect
#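 Purified human 12hLO at 150 nM in 25 mM Hepes, 0.01% Triton X-100, pH 7.0, preincubated 15 min at room temperature with compound. Reaction started with 40 uM arachidonic acid, 30 min at room temperature. Hydroperoxide measured by Fe-xylenol orange, 573/405 nm absorbance ratio.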
# JMJD2A Tudor: qHTS Assay for Inhibitors of JMJD2A-Tudor Domain. Potency, µM (titrated, usually from 114 µM), for the others: top-dose activity change, negative = inhibition, usual class: inhibitors. Lysine-specific demethylase 4A (Homo sapiens), O75164. AlphaScreen JMJD2A-Tudor / H3K4me3 peptide binding. 4.4% of 390,000 active; also: potency is read from the fitted curve at half-maximal effect; % is scaled to controls: 0 for no effect and ±100 for the full control effect; nearly all actives have a fitted effect of over 50% in size
# BAZ2B inh: qHTS Assay for Inhibitors of BAZ2B | 4.4% of 360,000 active | Potency, µM (doses to about 114 µM), inactives show at the top dose activity change, negative = inhibition, most hits filed as inhibitors | AlphaScreen BAZ2B-H3K14Ac peptide displacement | AID 504333, 2011 | Bromodomain adjacent to zinc finger domain protein 2B (Homo sapiens), Q9UIF8; also: potency is read from the fitted curve at half-maximal effect; % is scaled to controls: 0 for no effect and ±100 for the full control effect; nearly all actives have a fitted effect of over 60% in size
#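 Protein-peptide AlphaScreen: BAZ2B 50 nM, b-H3K14Ac 50 nM, 1x PBS pH 7.4 + 0.01% Tween-20. Preincubation 30 min RT; cpd 30 min RT (top 110 uM); beads 20 min RT, light-protected.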
# RGS4 inh: Inhibitors of Regulator of G Protein Signaling (RGS) 4: qHTS. Potency, µM (top dose mostly 114 µM), without a hit: top-dose activity change, negative = inhibition, hits mostly inhibitors. Regulator of G-protein signaling 4 (Homo sapiens), P49798. Transcreener GDP fluorescence polarization, RGS4-accelerated GTP hydrolysis. 0.039% of 390,000 active; also: potency is read from the fitted curve at half-maximal effect; % is scaled to controls: 0 for no effect and ±100 for the full control effect; nearly all actives have a fitted effect of over 75% in size; some results filed as inactive show a strong effect at the top dose
# Target sequence (P49798 whole entry, looked up): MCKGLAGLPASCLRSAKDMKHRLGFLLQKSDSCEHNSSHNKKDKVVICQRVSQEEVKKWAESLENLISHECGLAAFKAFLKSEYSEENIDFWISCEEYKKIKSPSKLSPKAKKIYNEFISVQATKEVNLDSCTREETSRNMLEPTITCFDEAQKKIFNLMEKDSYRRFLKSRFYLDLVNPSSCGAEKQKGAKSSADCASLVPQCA
#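 MLSMR compounds (23 nl, pin-transferred) preincubated 10 min at room temperature with a 500nM (2x) first reagent, then RGS4 at 900nM (2x) plus Transcreener GDP mix added; fluorescence polarization (620/688 nm) read before and after 90 min at 30 °C.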
# HP1b binding inh: HTS for Inhibitors of HP1-beta Chromodomain Interactions with Methylated Histone Tails; AlphaScreen HP1-beta / biotin-H3K9me3 peptide binding; Potency, µM (titrated, usually from 114 µM), for inactives: at the top dose activity change, negative = inhibition, most hits filed as inhibitors; 0.56% of 390,000 active; AID 540317, 2011; also: potency is read from the fitted curve at half-maximal effect; nearly all actives have a fitted effect of over 70% in size; inactives centre near 23
# Target sequence (P83916 whole entry, looked up): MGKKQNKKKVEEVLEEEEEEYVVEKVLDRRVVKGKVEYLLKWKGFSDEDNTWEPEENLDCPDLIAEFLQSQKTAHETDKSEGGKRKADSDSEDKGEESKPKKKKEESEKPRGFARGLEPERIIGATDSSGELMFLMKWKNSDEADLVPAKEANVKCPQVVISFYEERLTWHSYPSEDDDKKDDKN
#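 Compound inhibition of the preformed complex between 50 nM HP1-beta and 50 nM biotinylated H3K9me3 peptide was read by AlphaScreen. Buffer was PBS pH 7.4 with 0.01% Tween-20. Incubations ran 30 min at room temperature, with 10 ug/mL donor/acceptor beads.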
# The depositor's hits bear a star; i = inactive; ? = inconclusive; nt = no result given; [ ] = remark or other dose. Unless noted, calls follow the shape of the dose curve; as a rule, active = well fitted curve in the direction sought with a large enough effect; inconclusive = small, poorly fitted or top-dose-only effect, or another doubt; inactive = no such curve, though single readings can be large; an effect the other way counts as inactive or inconclusive. These rows are one share of the data. The share of hits here may be higher or lower than overall.
SMILES,G9a inh,GLS inh,PI4K2A inh,ERG Ets-DNA blk,12-LOX inh,JMJD2A Tudor,BAZ2B inh,RGS4 inh,HP1b binding inh
COc1ccccc1CN(CC(=O)NCc1ccc2c(c1)OCO2)C(=O)c1csnn1,-1%,0%,-3,-1%,-3%,1%,2%,-15%,15%
Cc1ccc(OCC(=O)NNC(=O)Nc2ccc(Cl)cc2)c(Br)c1,nt,3%,-2,-7%,i,-6%,nt,11%,18%
Cc1ccc(C(=O)N2CCN(C(=O)c3ccc(C)cc3)C2)cc1,-1%,-2%,-4,-3%,0%,-13%,-2%,-8%,26%
C/C(=N\NC(=O)c1ccc(CSc2nc(C)cc(C)n2)cc1)c1ccco1,?,2%,-1,?,25%,-14%,-31%,-19%,34%[activator]
Cc1nnc(SCC(=O)NCc2ccccc2)n1-c1ccccc1,4%,-1%,5,-2%,1%,7%,-5%,1%,47%[activator]
CCOC(=O)N1CCC(NC(=O)c2ccc3c(c2)ncn3C2CCCC2)CC1,-8%[0.501 µM],9%,2,-7%,8%[57.4 µM],-9%,?,7%,53%[activator]
CC1=CC=CC2=NC(=O)CC(C)(C(=O)N(CC(=O)NC3CCCC3)c3ccc(F)cc3)N12 (stereo unspecified),-7%,4%,-2,-6%,-16%,-8%,1%,-1%,27%
CC(=O)N/C(=C/c1ccc2c(c1)OCO2)C(=O)O,-2%[0.501 µM],7%,3,7%,-2%,-4%[11.4 µM],4%,3%,31%
COc1ccc(/C(O)=C2/C(=O)C(=O)N(CCN(C)C)C2c2ccccc2)cc1Cl (stereo unspecified),-48%[12.7 µM],5%,1,-4%,-1%,-1%,?,-11%,34%
CSc1ccc(CN(C)C(=O)c2ccc(S(=O)(=O)Nc3c(C)n(C)n(-c4ccccc4)c3=O)cc2)cc1,nt,28%,0,15%,1%,-19%,nt,9%,18%
Cc1c(Cl)cccc1NC(=O)CCOc1ccccc1,?,-1%,4,9%,-28%,-7%,5%,-3%,39%[activator]
Cc1ccc(S(=O)(=O)N(CC(=O)NCc2cccnc2)C2CCCCC2)cc1,9%,0%,1,0%,?,4%,-21%,-8%,46%[activator]
COc1ccc(N2CCN(C(c3nnnn3CCc3ccccc3)C(C)C)CC2)cc1 (stereo unspecified),?,51%[activator],-6,-2%,0%[57.4 µM],-31%,?,-16%,27%
CCN(CC)CCN(C(=O)CN1C(=O)CCC1=O)c1nc2cc3c(cc2s1)OCO3,?,28%,-5,-12%,-32%,-11%,nt,-13%,42%[activator]
OCCN1CCN(CCO)C1=S,nt,-6%,-5,-2%,-14%,0%,nt,-13%,17%
OCCCNC(=S)NC1CCCC1,55%[activator][12.7 µM],0%,11,-2%,?,-17%,2%,17%,35%
CCN(Cc1ccccc1)C(=O)C1CCN(S(=O)(=O)c2ccc3c(c2)CCCN3C(C)=O)CC1,8%[59 µM],-2%,-1,-3%,-8%,1%,2%,1%,25%[57 µM]
CC(C)(C)c1ccc(C(=O)NNC(=S)NCC2CCCO2)cc1 (stereo unspecified),-44%[59 µM],12%,-1,2%,38%,-8%,-1%,-24%,34%
CCc1ccc(NC(=O)CC(c2cc(OC)c(OC)c(OC)c2)N2Cc3ccccc3C2=O)cc1 (stereo unspecified),1%[59 µM],-2%,-8,4%,0%,-12%,-14%,-4%,17%
Cc1cc(C(=O)N2CCCC(C(=O)c3cc(F)ccc3F)C2)c(C)o1 (stereo unspecified),-20%,6%,3,-5%,12%,-17%,-20%,-32%,23%
CC(=O)Nc1nnc(-c2c(-c3c(Cl)cccc3Cl)noc2C)o1,-6%,19%,-1,?,?,?,-29%,-30%,37%
CN(C)C(CNC(=O)CSc1nc2ccccc2c(=O)n1Cc1ccco1)c1ccccc1 (stereo unspecified),13%[12.7 µM],1%,-5,4%,-12%,-12%,-38%,-4%,14%
Cc1ccc(/C=C/C(=O)N2CCCC(C(N)=O)C2)o1 (stereo unspecified),56µM*,-4%,-4,0%,19%,-2%,15%,?,14%
CCOC(=O)N1CCN(CCC(=O)Nc2ccc(F)c(F)c2)CC1,8%,5%,-3,1%,0%,-3%,-5%,-2%,56%[activator]
O=C(Cn1ncc2ccccc21)N1CCc2ccccc21,6%[59 µM],-3%,-9,3%,10%,-29%,9%,-9%,27%
CCOC(=O)c1c(C)[nH]c(C)c1S(=O)(=O)N1CCCC(C(=O)Nc2cccc(C)n2)C1 (stereo unspecified),?,-11%,4,-1%,-21%,-19%,?,5%,20%
CCc1ccccc1NC(=S)N1CCN(c2ccccn2)CC1,15%[59 µM],8%,-2,-10%,?,-19%[57.1 µM],-4%,-12%,20%
CN1CCCN(C(=O)/C=C/c2ccc(Cl)cc2Cl)CC1,-51%,6%,0,10%,-9%,-17%,-10%,-5%,40%
Cc1ccc2nc(-c3cccc(NC(=O)c4ccc(Br)o4)c3)oc2c1,-20%[59 µM],2%,-3,-2%,?,-3%,-22%,3%,18%
CC(=O)Nc1ccc(S(=O)(=O)N2CCC(C(=O)NCc3ccco3)CC2)cc1,0%,-16%,5,-6%,13%,-2%,-18%,-21%,46%[activator]
COc1cc(NC(=O)C2CC(c3cccc(Br)c3)=NO2)cc(OC)c1OC (stereo unspecified),10%[59 µM],-12%,2,-2%,-8%,-22%,?,-37%,8%
COc1cccc(CN(C)C(=O)c2cc(COc3ccc(-n4cncn4)cc3)on2)c1,14%,5%,-4,-2%,?,-22%,-3%,6%,31%
CS(=O)(=O)N1CCN(c2cccc(Cl)n2)CC1,17%[59 µM],-6%,-1,-3%,12%,-12%,8%,-10%,25%
Cc1nc(N2CCOCC2)nc2c1CCC2,17%,0%,-2,-4%,0%,-4%,0%,19%,34%
C=CCn1c(SCC(=O)NC2CCS(=O)(=O)C2)nnc1-c1ccc(Cl)cc1 (stereo unspecified),10%[12.7 µM],-4%,-5,2%,-20%,-20%,-5%,7%,-9%
O=C(CN1CCCN(S(=O)(=O)c2ccc(F)cc2)CC1)Nc1ccccc1Br,?,-2%,0,-6%,133%[activator][57.4 µM],7%,4%,-39%,36%[activator]
CC(C)(O)CC[C@H](OC(=O)c1ccccc1)[C@](C)(O)[C@H]1CC[C@@]2(O)C3=CC(=O)[C@@H]4C[C@@H](O)[C@H](O)C[C@]4(C)C3CC[C@]12C (stereo partly specified),17%,-5%,-1,1%,-4%,-20%,3%,-15%,41%[activator]
Cc1ccc(C)c(N2CCN(CCCNc3ncnc4onc(-c5ccc(Cl)cc5)c34)CC2)c1,?,3%,4,-5%,5%,?,-12%[57.1 µM],33%,5%
CC(Sc1nnc(COc2ccccc2)n1-c1ccccc1)C(=O)O (stereo unspecified),10%[0.501 µM],-7%,-4,-7%,0%,-15%,10%,1%,32%
Cc1cc(-c2nc3ncccc3o2)ccc1NC(=O)COc1ccc(C(C)(C)C)cc1,7%[59 µM],-4%,-3,-12%,-12%,5%,1%,-6%,40%[activator]

# Structures above printed as active in G9a inh:
SMILES,G9a inh,GLS inh,PI4K2A inh,ERG Ets-DNA blk,12-LOX inh,JMJD2A Tudor,BAZ2B inh,RGS4 inh,HP1b binding inh
Cc1ccc(/C=C/C(=O)N2CCCC(C(N)=O)C2)o1 (stereo unspecified),56µM*,-4%,-4,0%,19%,-2%,15%,?,14%

# Going on with the list:
SMILES,G9a inh,GLS inh,PI4K2A inh,ERG Ets-DNA blk,12-LOX inh,JMJD2A Tudor,BAZ2B inh,RGS4 inh,HP1b binding inh
COc1ccccc1N1CCN(C(=O)c2ccc(NC(C)=O)cc2)CC1,16%,11%,10,-1%,?,12%,19%,-22%,27%
C/C=C/Cn1cccc(C(=O)Nc2ccc(OC)cc2)c1=O,3%,2%,2,0%,10%,-3%,1%,-10%,39%[activator]
Cc1ccccc1OCC(=O)N(CC(C)C)c1c(N)n(CC(C)C)c(=O)[nH]c1=O,34%,6%,2,-6%,0%,-6%,-13%,24%,35%
Cn1cnc2nc(Cl)nc(Cl)c21,nt,0%,-14,-14%,?,-1%,nt,-14%,40%[activator]
O=C1c2cccc(O)c2C(=O)c2c(O)cc(CO)cc21,nt,-4%,-2,1%,2%[57.4 µM],-19%,nt,-19%,20%
CCCCOc1cccc(C(=O)N(Cc2sccc2C)C2CCS(=O)(=O)C2)c1 (stereo unspecified),-30%[59 µM],-8%,2,-8%,-23%,-12%,-2%,21%,37%
Cc1cc2n(n1)C(c1ccccc1Cl)Nc1ccccc1-2 (stereo unspecified),-48%[12.7 µM],-4%,-3,0%,?,-9%,-11%,-26%,34%
